From PubChem
Shiga inhibitor: Shiga toxin inhibition; Vero cells, Shiga toxin protein synthesis inhibition reporter; inhibition, % at 38.7 µM; actives 9.2% (n = 290,000); AID 2315; in the data active = inhibition mostly above about 28%, no sharp cut-off; inactive = mostly below about 43%; note: 0% is about no effect
Pf growth 48h: P. falciparum growth inhibition at 48 hours (one generation) | Potency, µM (series often up to 28.7 µM), inactives show at the highest dose activity change, negative = inhibition, hits mostly inhibitors | actives 5.9% (n = 310,000) | P. falciparum luciferase growth in erythrocytes, 48 h; note: potency is the fitted concentration of half-maximal effect; % is set by controls: 0 for no effect and ±100 for the full control effect
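Luciferase-expressing P. falciparum in infected erythrocytes (2% hematocrit, 0.1% parasitemia final) in RPMI 1640/0.5% Albumax were exposed to compound for 48 hours at 37 C, 5% CO2; growth read as luminescence.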
Pf growth 96h: P. falciparum growth inhibition at 96 hours | actives 6.9% (n = 320,000) | Potency, µM (top dose mostly 28.7 µM), without a hit: at the top dose activity change, negative = inhibition, hits mostly inhibitors | AID 504834 | P. falciparum luciferase reporter growth, 96 h; note: potency is the fitted concentration of half-maximal effect; % is set by controls: 0 for no effect and ±100 for the full control effect
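P. falciparum expressing integrated firefly luciferase, in erythrocytes at 2% hematocrit, 0.05% parasitemia, incubated with compounds 96 h at 37 C, 5% CO2. Growth inhibition read as loss of luminescence; two-generation exposure targets delayed-death apicoplast inhibitors.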
CHX counter: counter-screen for Shiga toxin inhibitors: cycloheximide protein synthesis inhibition; cell reporter, cycloheximide protein synthesis inhibition counterscreen; max response, %; actives 12% (n = 300,000); AID 2314; in the data active = max response mostly above about 13%, no sharp cut-off; inactive = mostly below about 14%; note: read at 38.3 µM for the half of the compounds with a filed dose; 0% is about no effect
Sm TGR inh: blocks Schistosoma mansoni thioredoxin glutathione reductase; Q962Y6; Potency, µM (series often up to 114 µM), inactives show at the top dose activity change, negative = inhibition, hits mostly inhibitors; actives 3% (n = 360,000); purified TGR, DTNB reduction, TNB absorbance 405 nm; note: potency is the fitted concentration of half-maximal effect; % is set by controls: 0 for no effect and ±100 for the full control effect; nearly all actives have a fitted effect of over 60% in size
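First, TGR (20 nM dispensed) and NADPH were mixed with compound. Second, a 15 min room-temperature incubation followed. Third, further NADPH and then DTNB were added to start the reaction. Finally, TNB absorbance was monitored kinetically.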
Giardia FBPA inh: inhibitors of Giardia lamblia fructose-1,6-bisphosphate aldolase | A8B2U2 | purified Giardia FBPA | Potency, µM (highest dose often 59.6 µM), for the others: at the highest dose activity, negative = inhibition, hits mostly inhibitors | actives 0.71% (n = 290,000) | AID 2451; note: potency is the fitted concentration of half-maximal effect; % is set by controls: 0 for no effect and ±100 for the full control effect; nearly all actives have a fitted effect of over 55% in size
Target sequence (A8B2U2 whole entry, looked up): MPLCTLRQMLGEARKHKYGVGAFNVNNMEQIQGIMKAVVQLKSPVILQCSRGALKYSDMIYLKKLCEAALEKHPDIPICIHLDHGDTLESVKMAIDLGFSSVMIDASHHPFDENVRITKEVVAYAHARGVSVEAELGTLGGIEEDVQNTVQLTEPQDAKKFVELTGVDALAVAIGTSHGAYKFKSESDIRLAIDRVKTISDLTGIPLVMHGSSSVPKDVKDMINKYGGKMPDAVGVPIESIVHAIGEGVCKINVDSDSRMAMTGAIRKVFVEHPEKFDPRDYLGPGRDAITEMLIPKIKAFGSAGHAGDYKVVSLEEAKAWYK
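Giardia FBPA (40 nM reagent) was preincubated 10 min at RT with compound (up to 57.5 uM final), then substrate plus GAPDH/TPI/NAD/arsenate coupling system with diaphorase/resazurin was added; resorufin fluorescence (525/598 nm) was read after 20 min.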
* marks the source's active call; other numbers are inactive results; i = inactive; ? = inconclusive; · = no result given; & = joins results of further samples; [ ] = remark or other dose. Unless noted, calls come from the whole dose curve; as a rule, active = well fitted curve in the direction sought with a large enough effect; inconclusive = small, poorly fitted or top-dose-only effect, or another doubt; inactive = no such curve, though single readings can be large; an effect the other way counts as inactive or inconclusive.

SMILES | Shiga inhibitor | Pf growth 48h | Pf growth 96h | CHX counter | Sm TGR inh | Giardia FBPA inh
CC(=O)Nc1ccc(S(=O)(=O)Nc2ccccc2N2CCOCC2)cc1 | · | -8% | ? | · | -17% | ·
Cc1ccc(NC(=O)[C@H](NC(=O)[C@@H]2Cc3ccccc3CN2)c2ccccc2)c(C)c1 | 30 | 7% | ? | 13 | -18% | ·
COc1ccc(C)cc1NC(=O)C(Sc1nnc(-c2ccncc2)n1-c1ccc(Cl)cc1)c1ccccc1 (stereo not drawn) | 13 | ? | 10µM* | -5 | -3% | -5%
COc1ccc(Cn2c(-c3ccc(Br)cc3)c[n+]3ccccc23)cc1 | 49* | 0.66µM* | 0.13µM* | 57* | -10% | 3%
COc1cccc(NC(=O)c2ccc(S(=O)(=O)N(C)C)cc2)c1 | 71 | 45%[activator] | 5% | 10 | 1% | 0%
CCOC(=O)N1CCN(S(=O)(=O)c2ccc(C(=O)N(CCCN(C)C)c3nc4c(F)cc(F)cc4s3)cc2)CC1 | · | 4% | 4% | · | 0% | ·
CCOC(=O)Cc1csc(NS(=O)(=O)c2ccc(OC)cc2)n1 | 3 | 6% | -44%[5.75 µM] | -3 | · | 4%
CC(=O)c1cccc(NC(=O)NC(C)C2CCCO2)c1 (stereo not drawn) | -5 | 5% | ? | 3 | 7% | 8%
COc1cc(C(=O)N2CCN(Cc3ccccc3C(F)(F)F)CC2)cc(OC)c1OC | -11 | ? | ? | -1 | 6% | -17%
O=C(N/N=C/CCc1ccccc1)C1CCCCC1 | 26 | -1% | 8% | 8 | -1% | -3%
COc1ccc(-c2ccc3nnc(SCC(=O)Nc4ccc(NC(C)=O)cc4)n3n2)cc1 | · | 18% | 11% | · | -10% | ·
Cc1ccc(S(=O)(=O)NC(CC(C)C)C(=O)N2CC(C)OC(C)C2)cc1 (stereo not drawn) | -15 | 29% | ? | 9 | 3% | ·
Cc1cccc(NC(=O)c2c(C)nn(-c3ccccc3)c2Cl)c1 | 113* | 5% | 5% | 47* | · | -8%
Cc1cc(F)ccc1S(=O)(=O)N(C(=O)c1ccncc1)c1ccc(OC(=O)c2ccncc2)cc1 | -14 | -18% | ? | -1 | 45%[activator] | 5%
Cc1ccc(NC(=O)c2ccc(S(=O)(=O)N3CCCCC3)cc2)cc1 | -13 | ? | 12µM* | 0 | 8% | ·

Just Shiga inhibitor and Pf growth 96h, for 3 of the compounds above:
Compound,Shiga inhibitor,Pf growth 96h
CCOC(=O)N1CCN(S(=O)(=O)c2ccc(C(=O)N(CCCN(C)C)c3nc4c(F)cc(F)cc4s3)cc2)CC1,·,4%
CCOC(=O)Cc1csc(NS(=O)(=O)c2ccc(OC)cc2)n1,3,-44%[5.75 µM]
CC(=O)c1cccc(NC(=O)NC(C)C2CCCO2)c1 (stereo not drawn),-5,?

Taken from above:
Value of Cc1ccc(NC(=O)c2ccc(S(=O)(=O)N3CCCCC3)cc2)cc1 under Shiga inhibitor: -13
Value of Cc1ccc(NC(=O)[C@H](NC(=O)[C@@H]2Cc3ccccc3CN2)c2ccccc2)c(C)c1 under Pf growth 48h: 7%
Value of O=C(N/N=C/CCc1ccccc1)C1CCCCC1 under Giardia FBPA inh: -3%

Next part:
SMILES | Shiga inhibitor | Pf growth 48h | Pf growth 96h | CHX counter | Sm TGR inh | Giardia FBPA inh
Cc1cc(NC(=O)COn2nnc3ccc(S(C)(=O)=O)cc32)ccc1Br | 2 | -10% | 26% | 9 | -20% | -5%
COc1cccc(-c2nnc3sc(-c4ccc(C)cc4)nn23)c1 | 22 | 19% | · | 11 | 2% | ·
O=C(N/N=C/c1ccccc1F)c1cc2c(ccc3ccccc32)o1 | -9 | 3% | -28% | 12 | 50%[activator] | ·
Cc1ccc(C(c2nnnn2CC2CCCO2)N2CCN(Cc3ccccc3)CC2)cc1 (stereo not drawn) | -4 | -20% | ? | -2 | -7% | -9%
COc1ccc(NC(=O)NC2CC3CCCC(C2)N3Cc2ccccc2)cc1 (stereo not drawn) | -19 | ? | 108%[activator] | -3 | -26% | 0%
C=CCOc1cccc(/C=N/NC(=O)CN2CCCCC2)c1 | -2 | 26% | 22% | 7 | 78%[activator] | -2%
CC(C)(C)n1nnnc1C(c1ccncc1)N1CCN(C2CCCCC2)CC1 (stereo not drawn) | 16 | 7% | 47%[activator] | 2 | 5% | 14%
O=C1c2cccc3c([N+](=O)[O-])c(O)cc(c23)C(=O)N1Nc1ccccc1 | -5 | 12% | ? | -5 | -15% | -2%
CC(=O)Nc1ccc(S(=O)(=O)N2CCN=C2SCc2cccc(C)c2)cc1 | -18 | -10% | ? | -1 | 0% | -6%
CC(NC(=O)NC1CCCCC1)c1ccc2c(c1)OCO2 (stereo not drawn) | 14 | 33%[activator] | -5% | 2 | · | -1%
O=c1c2[nH]c3ccccc3c2ncn1CCCn1ccnc1 | 0 | 12% | 30% | -1 | -22% | 2%
Cc1ccc(S(=O)(=O)c2c(C)c(C)c(C)[nH]c2=O)cc1 | -3 | ? | -11% | -5 | -3% | 0%
CC(NC(=O)C1CCC(=O)N1Cc1ccc(F)cc1)c1ccc2c(c1)OCCO2 (stereo not drawn) | -1 | · | 0% | -2 | 0% | 2%
O=C(O)C1C2CCC(O2)C1C(=O)NCc1ccncc1 (stereo not drawn) | -11 | 4% | ? | -1 | 0% | -25%
CC(Oc1ccc(F)cc1)C(=O)/C=C\N(C)C (stereo not drawn) | -5 | -14% | 0% | -2 | -13% | 8%
COc1ccc(CCNC(=O)CCc2ccccc2O)cc1OC | · | 4% | 5% | · | 4% | ·
CC(C)N1CCC(N2CCN(Cc3cccc4nonc34)CC2CCO)CC1 (stereo not drawn) | -4 | 6% | 0% | -4 | -6%[57.1 µM] | 2%
COC(=O)c1ccc2[nH]cc(CCO)c2c1 | -6 | 15% | 23% | -1 | -7% | -6%
O=C(CSc1ccc2nnc(-c3cccc(F)c3)n2n1)NCc1ccco1 | -8 | ? | 6.6µM* | -2 | ? | 0%
C=CCNCCCCOc1c(Cl)cc(C)cc1Br | -5 | 9.3µM* | -60% | -7 | -23% | -25%
CN1CCN(c2ccc([N+](=O)[O-])c(Sc3nncn3C)c2)CC1 | -6 | -16% | ? | -2 | -5% | -2%
CCOC(=O)c1ccc(-c2c(C)cc3oc(=O)cc(-c4ccccc4)c3c2C)cc1 | i | · | · | 32* | · | 9%
Cc1ccc(N2N=C(c3ccc(F)cc3)CC2c2ccco2)cc1 (stereo not drawn) | 46* | -15% | 21% | 30* | -2% | -9%
N#C/C(=C\c1ccc(-c2ccccc2[N+](=O)[O-])o1)C(N)=O | 4 | ? | 3% | -1 | ? | ?
COc1ccc(/C=N/NC(=O)c2ccc(NS(=O)(=O)c3cccs3)cc2)cc1 | · | 12% | 34%[activator] | · | 3% | ·
Cc1ccc(CCNS(=O)(=O)c2ccc3c(c2)N(C)CCO3)cc1 | -6 | 17% | 22% | 10 | -2% | ·
CCOC(=O)Cn1cnc2sc3c(c2c1=O)CCC3 | -7 | -1% | · | -1 | -11% | -4%
COc1ccccc1C(CNC(=O)c1ccc(NS(=O)(=O)c2ccc(F)c(C)c2)cc1)N(C)C (stereo not drawn) | 8 | ? | ? | 1 | 4% | ·
CCCCn1nc2cc(C(=O)NCC3CC3)ccc2c1OCC | -15 | ? | ? | -2 | -24% | -2%
COc1cc(S(=O)(=O)N2CCC(c3nc4ccccc4s3)CC2)ccc1S(=O)(=O)NC1CCCC1 | 1 | ? | 9.3µM* | 0 | 5% | 2%
N/C(=N\OC(=O)CCCc1ccccc1)c1ccccc1 | 27 | 25% | 40%[activator] | 31* | 3% | ·
CCOCCCNC(=O)c1cc2sc(Cl)cc2n1CC | -4 | 14% | · | -2 | -8% | -11%
CN1CCN(C(=S)SCC(=O)Nc2nc(-c3ccccc3)c(-c3ccccc3)o2)CC1 | -5 | 10% | 2% | 4 | 4% | 9%
CCOC(=O)Cc1csc(NC(=O)/C=C/c2ccco2)n1 | 59* | 59%[activator] | -8% | 25* | 11µM* | -2%
FC(F)(F)c1cc(-c2ccco2)nc(-n2nc(C(F)(F)F)cc2C2CC2)n1 | -7 | 31%[activator] | · | -5 | -10% | 0%
O=C(NNS(=O)(=O)c1ccc(Cl)cc1)c1sccc1-n1cccc1 | -4 | 1% | 44%[activator] | -3 | 12% | -1%
Cc1cccc(-c2noc(CN(C)C(=O)c3ccco3)n2)c1 | 154* | 36% | -4% | 30* | 0% | 0%
CC(=O)c1ccc(S(=O)(=O)N(CCCO)Cc2cc3cc(C)ccc3[nH]c2=O)cc1 | -8 | 0% | ? | -4 | 4% | -1%
C=CCN(C)NC(=S)Nc1ccccc1 | -12 | -4% | 1% | -2 | -14% | -15%
CC1CC(C)(C)NC(=O)O1 (stereo not drawn) | 2 | -2% | ? | -2 | -1% | 13%
OC(c1ccccc1)c1cccnc1 (stereo not drawn) | 11 | 15% | -25% | 2 | 6% | 7%
CCOc1ccc(S(=O)(=O)N(C)CC(=O)NCc2ccco2)cc1 | -8 | -13% | ? | 2 | ? | 3%
CC(=O)OCC(CCn1cnc2cnc(N)nc21)COC(C)=O | 10 | 0% | 4% | 9 | -1% | 0%&1%
CCCOc1ccc(N2C(=O)CC(NCCNc3ccc(S(=O)(=O)CC)cc3)C2=O)cc1 (stereo not drawn) | -6 | ? | -28% | -5 | ? | -6%
NC1=NN(c2cccc(C(=O)O)c2)C(=O)C1 | 143* | 18% | 13µM* | 131* | -9% | ?

Record cards, as listed above. Values in the order: Shiga inhibitor | Pf growth 48h | Pf growth 96h | CHX counter | Sm TGR inh | Giardia FBPA inh
`CCOCCCNC(=O)c1cc2sc(Cl)cc2n1CC` is listed as -4 | 14% | · | -2 | -8% | -11%
`OC(c1ccccc1)c1cccnc1` (stereo not drawn) is listed as 11 | 15% | -25% | 2 | 6% | 7%

Continuation.
SMILES | Shiga inhibitor | Pf growth 48h | Pf growth 96h | CHX counter | Sm TGR inh | Giardia FBPA inh
COc1cccc(NC(=O)CN2C(=O)COc3ccc(S(=O)(=O)N4CCCCCC4)cc32)c1 | -3 | ? | ? | -1 | 2%&-5% | 11%
CS[C@@H]1SC[C@H]2C(=O)N(C)C(C(C)C)C(=O)OC[C@@H](NC(=O)c3cnc4ccccc4n3)C(=O)N[C@@H](C)C(=O)N(C)[C@H]1C(=O)N(C)C(C(C)C)C(=O)OC[C@@H](NC(=O)c1cnc3ccccc3n1)C(=O)N[C@@H](C)C(=O)N2C (stereo partly drawn) | -3 | · | · | -11 | · | 4%
Cc1c(C(C)C)c(=O)n(-c2ccc(S(=O)(=O)NCc3ccccc3)cc2)n1C | -7 | -1% | ? | 8 | -6% | 7%
CCCCc1nc(N2CCN(C(=O)c3ccco3)CC2)c(C#N)c2c1CCCC2 | 63* | 9.3µM* | ? | 21* | -5% | ·
COc1ccc(NC(=O)CSc2ccc3c(c2)OCCO3)cc1OC | -13 | 3% | -3% | 0 | -8% | 3%
O=C(Nc1ccc(F)cc1F)c1cc2nc3c(c(C(F)(F)F)n2n1)CCCC3 | 24 | 129%[activator] | 10µM* | 26* | 0% | 5%
CCn1c(N)[n+](CC(=O)Nc2ccc(SC(F)F)cc2)c2ccccc21 | -3 | 8.3µM* | 2.9µM* | -4 | 0% | -2%
Cc1ccc(C)c(OCCOCCN2CCOCC2)c1 | 36 | 12% | · | 11 | -2% | 2%
CCN1CCCC1CN(Cc1cc2ccc(C)cc2[nH]c1=O)C(=S)Nc1ccc(OC)cc1 (stereo not drawn) | -11 | 18% | 23% | 1 | -24% | 8%
COc1cccc(OCCN2CCN(c3ncnc4c3cnn4-c3ccccc3)CC2)c1 | 31 | 12µM* | 9.3µM* | 18* | 18% | 0%
O=C(CO/N=C/c1ccccc1OC(F)F)NCc1ccco1 | -3 | -6% | 0% | -2 | -22% | 2%

Outcome played no part in choosing rows, and some 24% of all compounds hit somewhere here.
